m-calpain inh = inhibitors of pig calpain II, primary screen, biochemical, fluorogenic peptide substrate, 1536-well; purified calpain II, 30 min; inhibition, % at 16 µM; 220,000 compounds, 0.37% hits; AID 1236, 2008;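 active means inhibition above about 50%, limit read from the data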
PGE2 EP2 inh = human EP2 receptor antagonists, primary screen, TR-FRET cAMP, C6 glioma cells; Prostaglandin E2 receptor EP2 subtype (Homo sapiens), P43116; C6 glioma cells expressing human EP2; cells stimulated with saturating PGE2; inhibition, % at 25 µM; 260,000 compounds, 0.52% hits; AID 1422, 2008;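 active means percent inhibition above 40 after rounding to a whole number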;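 further: rat C6 glioma host cells with rolipram phosphodiesterase inhibitor present; the protocol text gives 20 µM as final concentration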
Tb hexokinase = Trypanosoma brucei hexokinase 1 inhibitors, primary screen, biochemical, G6PDH-coupled NADH absorbance, MLSCN library; hexokinase 1 [Trypanosoma brucei]; recombinant TbHK1, G6PDH-coupled NADH A340; inhibition, % at 10 µM; 220,000 compounds, 0.11% hits;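 active means inhibition of 50% or more in the single-dose primary screen; inactive means inhibition below 50%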
EP2 mod = EP2 receptor modulators, cAMP readout, primary screen, cell-based, HTRF cAMP, PGE2 stimulation; Prostaglandin E2 receptor EP2 subtype (Homo sapiens), P43116; EP2-expressing cells, cAMP HTRF FRET, PGE2 co-stimulation; induction, % at 25 µM; 260,000 compounds, 0.83% hits; AID 940, 2007;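 active means compounds whose cAMP rise, as percent of the full-agonist control response, exceeds 60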;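 further: rat C6 glioma line stably carrying human EP2 under a CMV promoter; the protocol text gives 20 µM as final concentration; 100% = response of wells given 1 µM PGE2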
eIF4E-4G inh = eIF4E–eIF4G protein interaction inhibitors, primary screen, biochemical, uHTS, TR-FRET, eIF4GI fragment; Eukaryotic translation initiation factor 4E (Mus musculus) + Eukaryotic translation …; TR-FRET eIF4E-eIF4GI(517-606) binding, 2 h; inhibition, % at 21.7 µM; 220,000 compounds, 0.37% hits;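 active means inhibition above about 30%, limit read from the data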;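 further: 0% = full FRET control wells and 100% = background wells lacking eIF4GI fragment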
Target sequence (P63073 whole entry, looked up, the tested form may be a part): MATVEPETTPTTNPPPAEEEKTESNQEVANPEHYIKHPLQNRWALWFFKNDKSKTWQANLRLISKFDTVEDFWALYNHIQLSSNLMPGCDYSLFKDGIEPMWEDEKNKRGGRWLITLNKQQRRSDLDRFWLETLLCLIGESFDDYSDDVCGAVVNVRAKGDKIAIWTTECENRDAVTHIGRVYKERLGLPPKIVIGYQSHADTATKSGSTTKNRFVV
Target sequence (Q04637 whole entry, looked up, the tested form may be a part): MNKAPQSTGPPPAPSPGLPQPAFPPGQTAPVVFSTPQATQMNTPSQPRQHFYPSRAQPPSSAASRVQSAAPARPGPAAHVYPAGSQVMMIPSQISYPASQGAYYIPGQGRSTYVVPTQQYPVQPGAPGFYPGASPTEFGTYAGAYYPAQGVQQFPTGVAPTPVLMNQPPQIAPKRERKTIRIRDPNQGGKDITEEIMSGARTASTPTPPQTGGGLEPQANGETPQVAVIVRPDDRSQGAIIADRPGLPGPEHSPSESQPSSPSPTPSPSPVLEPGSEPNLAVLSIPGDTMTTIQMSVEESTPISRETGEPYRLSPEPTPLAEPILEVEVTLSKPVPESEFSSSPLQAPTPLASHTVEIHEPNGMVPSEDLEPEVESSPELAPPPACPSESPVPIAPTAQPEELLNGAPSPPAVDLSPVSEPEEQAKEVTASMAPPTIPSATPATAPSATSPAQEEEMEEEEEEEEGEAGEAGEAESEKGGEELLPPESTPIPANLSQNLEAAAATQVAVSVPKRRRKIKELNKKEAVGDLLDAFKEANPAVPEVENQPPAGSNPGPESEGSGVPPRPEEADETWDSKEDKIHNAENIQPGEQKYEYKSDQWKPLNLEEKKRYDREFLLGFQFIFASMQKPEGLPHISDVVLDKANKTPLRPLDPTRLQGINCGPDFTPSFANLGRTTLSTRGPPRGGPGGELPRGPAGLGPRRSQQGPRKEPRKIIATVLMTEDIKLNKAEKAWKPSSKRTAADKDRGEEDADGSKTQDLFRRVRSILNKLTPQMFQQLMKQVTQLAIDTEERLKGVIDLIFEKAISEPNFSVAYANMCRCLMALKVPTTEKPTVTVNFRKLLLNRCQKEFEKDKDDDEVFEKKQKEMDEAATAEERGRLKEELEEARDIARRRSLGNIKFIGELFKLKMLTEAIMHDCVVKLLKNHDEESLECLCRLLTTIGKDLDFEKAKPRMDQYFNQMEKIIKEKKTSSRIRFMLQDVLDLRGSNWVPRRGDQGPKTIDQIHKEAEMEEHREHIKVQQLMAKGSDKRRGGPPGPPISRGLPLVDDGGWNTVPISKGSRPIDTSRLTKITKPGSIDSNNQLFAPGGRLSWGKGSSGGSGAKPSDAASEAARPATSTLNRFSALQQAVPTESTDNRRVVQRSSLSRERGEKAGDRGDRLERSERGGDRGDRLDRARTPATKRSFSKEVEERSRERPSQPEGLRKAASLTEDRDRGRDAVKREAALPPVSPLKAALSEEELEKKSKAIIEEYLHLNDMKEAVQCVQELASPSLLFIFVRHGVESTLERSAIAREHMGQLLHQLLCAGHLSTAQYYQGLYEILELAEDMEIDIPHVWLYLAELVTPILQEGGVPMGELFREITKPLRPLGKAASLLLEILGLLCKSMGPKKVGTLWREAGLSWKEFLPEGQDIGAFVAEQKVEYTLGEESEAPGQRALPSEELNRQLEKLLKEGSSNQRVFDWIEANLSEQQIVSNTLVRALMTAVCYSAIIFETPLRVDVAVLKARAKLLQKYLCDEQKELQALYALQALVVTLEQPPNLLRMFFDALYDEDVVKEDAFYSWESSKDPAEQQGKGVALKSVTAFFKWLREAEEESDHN
Rad51 HR inh = human RAD51 strand exchange inhibitors, primary screen, biochemical, fluorescence. DNA repair protein RAD51 homolog 1 (Homo sapiens), Q06609. hRad51 DNA strand exchange, fluorescence dequenching. inhibition, % at 10 µM. 200,000 compounds, 0.085% hits. AID 1385, 2008;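 active means inhibition above 40% at the single screening dose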;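 further: 0% = DMSO control wells and 100% = blanks with heterologous ssDNA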
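Test system: preformed human Rad51 ssDNA filaments; also added: Donor/quencher-labelled 47-bp dsDNA substrate; doses: 10 µM final, single point; times: 37 °C 15-min filament assembly, 30-min compound preincubation, 15-min exchange; detection: FRET fluorescence dequenching, excitation 485 nm, emission 520 nm; read-out basis: Fluorescence-based percent inhibition, control- and blank-normalised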
Hck Nef HTS = inhibitors of Nef-activated human Hck kinase, primary screen, biochemical, Z-Lyte FRET, 384-well, Hck-YEEI; Tyrosine-protein kinase HCK (Homo sapiens), P08631; Recombinant Hck-YEEI plus Nef, Z-Lyte FRET kinase assay; inhibition, % at 20 µM; 220,000 compounds, 0.68% hits;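 active means Hck-Nef kinase inhibition above about 50%, limit read from the data; inactive means inhibition below that limit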;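 further: 0% = DMSO with Hck plus Nef and 100% = Hck alone without Nef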
zVAD death inh = inhibitors of zVAD-triggered necroptosis, primary screen, L929 cells; L929 zVAD necroptosis rescue, ATP luminescence, 24 h; with zVAD 60 µM; viability rescue, % at 10 µM; 220,000 compounds, 0.38% hits; AID 1377, 2008;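 active means activation, scaled between plate controls, above about 75%, limit read from the data; inactive means activation under that limit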;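 further: 0% = zVAD with DMSO and 100% = DMSO alone without zVAD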
14-3-3 Bad PPI = inhibitors of 14-3-3 zeta/Bad binding, primary screen, biochemical, TR-FRET, bovine 14-3-3 zeta; TR-FRET 14-3-3zeta/Dy647-pBad peptide displacement, 1 h; inhibition, % at 21.7 µM; 220,000 compounds, 0.71% hits; AID 781, 2007;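 active means inhibition above about 70%, limit read from the data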;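 further: 0% = full 14-3-3 plus peptide FRET controls and 100% = background without 14-3-3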
The depositor's hits bear a star; · = no result given; & = joins results of further samples; [ ] = remark or other dose. This is a subset; count on the stated rates, not on these rows.

mol,m-calpain inh,PGE2 EP2 inh,Tb hexokinase,EP2 mod,eIF4E-4G inh,Rad51 HR inh,Hck Nef HTS,zVAD death inh,14-3-3 Bad PPI
CC(C)COc1ccc(C(=O)Nc2sc3c(c2C(=O)O)CC(C)(C)OC3)cc1,-96,14,-9,-73,3,1,18,-3.0,-5
CC(=O)Oc1ccc(N2C(=O)C3C4C=CC(CO)(O4)C3C2=O)cc1 (stereo not given),14,17,0,-1,20,-14,0,0.0,11
CCCCN=C1CC(C)(C)CC(=O)/C1=C(/O)CCC,5,4,-3,5,0,-7,13,1.3,-3
O=C(CCc1ccc(S(=O)(=O)N2CCOCC2)cc1)N1CCc2ccccc2C1,16,13,-3,-28,3,-2,29,0.0,-3
COc1cccc(N=c2oc3ccc(OC)cc3cc2-c2nc3ccccc3[nH]2)c1,50,9,-16,15,-12,4,99*,-1.2,79*[fluorescence artefact?]
CCOC(=O)c1cc(NC(=O)CSCCO)ccc1Cl,-47,14,10,14,0,-1,7,-0.1,2
CNC1(C(N)=O)CCNCC1,-25,8,-8,5,-2,1,30,-1.0,-2
C/C(=N\NC(=O)c1cc2c(s1)CCC(C)C2)c1cccnc1 (stereo not given),31,14,-9,-32,1[fluorescence artefact?],16,-17,3.2,4[fluorescence artefact?]
Cc1ccc(S(=O)(=O)NC(CC(C)C)C(=O)NCc2ccco2)cc1 (stereo not given),10,11,-29,12,6,4,0,0.7,37
CCn1ccnc1CN1CCN(CC(C)C)C(CCO)C1 (stereo not given),-5,3,-9,-25,-2,·,12,-0.1,-7

Entries of single compounds from above. Screens in order: m-calpain inh	PGE2 EP2 inh	Tb hexokinase	EP2 mod	eIF4E-4G inh	Rad51 HR inh	Hck Nef HTS	zVAD death inh	14-3-3 Bad PPI
Entry for C/C(=N\NC(=O)c1cc2c(s1)CCC(C)C2)c1cccnc1 (stereo not given) : 31	14	-9	-32	1[fluorescence artefact?]	16	-17	3.2	4[fluorescence artefact?]
Entry for Cc1ccc(S(=O)(=O)NC(CC(C)C)C(=O)NCc2ccco2)cc1 (stereo not given) : 10	11	-29	12	6	4	0	0.7	37
Entry for CCOC(=O)c1cc(NC(=O)CSCCO)ccc1Cl : -47	14	10	14	0	-1	7	-0.1	2

Next results follow.
mol,m-calpain inh,PGE2 EP2 inh,Tb hexokinase,EP2 mod,eIF4E-4G inh,Rad51 HR inh,Hck Nef HTS,zVAD death inh,14-3-3 Bad PPI
Clc1cccc(Cl)c1Cn1cnc(=NCc2ccco2)c2[nH]cnc21,1,10,0,-16,-6[fluorescence artefact?],-7,2,0.0,-14[fluorescence artefact?]
O=C(CSc1ccc2nnc(-c3ccncc3)n2n1)Nc1nccs1,65*,4,-1,8,-7,15,12,2.5,-4
N#CC1=C(N)SC(N)=C(C#N)C1C1CC=CCC1 (stereo not given),13,7,-6,9,-4,5,1,0.1,-19
Cn1cccc1Cc1nnc(SCC(=O)Nc2nc3ccccc3s2)n1CCc1ccccc1,-30,2,-6,14,0,-5,-3,0.2,4[fluorescence artefact?]
COC(=O)c1cc2c(-c3ccccc3)c(C)c3ccccn3c-2c1C(=O)OC,-29,32,-33,30,0[fluorescence artefact?],-3,6,0.5,-13[fluorescence artefact?]
COCCCC1CCN(Cc2cn[nH]c2-c2cc(OC)c(OC)c(OC)c2)CC1,17,1,-6,6,-2,·,19,-0.7,1
Cc1cc([N+](=O)[O-])ccc1NCc1ccccc1[N+](=O)[O-],-27,12,-1,-6,-1,1,21,2.8,0
COc1ccccc1-n1nnnc1SCC(=O)Nc1cc(C)on1,7,12,-1,20,-2,-1,-7,-0.1,-3
Cc1ccc(S(=O)(=O)c2c(N)n(/N=C/c3ccco3)c3nc4ccccc4nc23)cc1,-112,2,-5,40,-4,-18,8,0.0,-5[fluorescence artefact?]
COc1ccc(CCC(=O)OCC(=O)Nc2ccc(C)c(S(=O)(=O)N(C)C)c2)cc1,1,4,6,-33,16,6,1,0.2,20[fluorescence artefact?]
COC(CNC(=O)c1ccc2nc(-c3ccccc3)c(-c3ccccc3)nc2c1)OC,-365,2,-18,18,-4,-2,9,0.1,-10
O=C(CC(c1ccccc1)c1ccccc1)NCC1CCCO1 (stereo not given),4,2,0,4,·,7,0,0.1,·
COc1cc(/C=N/NC(=O)C(=O)NCC2CCCO2)cc(Cl)c1O (stereo not given),-8,8,-61,20,6,·,18,0.3,-1
O=C(c1ccc2c(c1)OCCO2)C1CCN(C(=O)c2ccc(F)c(F)c2)CC1,-29,7&4,15,-36&-64,-1,0,3,0.1,-4
C/C(=N/NC(=O)CNC(=O)c1ccncc1)c1ccc(Cl)cc1,-4,5,-6,-8,2,-31,7,0.7,-1
CCc1nnc(NC(=O)[C@@H](NC(=O)c2ccc(OC)cc2)C(C)C)s1,16,7,4,20,-2,1,21,8.2,-12
COC(=O)c1ccc(Sc2ccc(C)cc2)c(N)c1,-23,16,-2,-1,26,-2,2,-0.3,17
Cc1cc(N2CCN(S(=O)(=O)Cc3ccccc3)CC2)n2ncnc2n1,-3,0,13,23,9[fluorescence artefact?],1,-1,0.3,3
Cc1onc(-c2ccccc2Cl)c1C(=O)NC1CCS(=O)(=O)C1 (stereo not given),-26,13,-3,5,3,-3,1,-0.2,6
Cc1ccc(-n2c(SCC(=O)Nc3cccc(S(=O)(=O)NC4=NCCCCC4)c3)nc3ccccc3c2=O)cc1,-91,5,-8,21,17,-1,2,1.8,-80
CN(C)C(=O)c1cn(N(C)c2ncc(C(F)(F)F)cc2Cl)c(=O)c2ccccc12,-11,13,-7,6,14,-1,1,-0.1,51
CCOC(=O)C1CCN(Cc2nc3ccc(Cl)cc3n2CCO)CC1,-8,16,1,-2,-11,0,1,1.4,-2[fluorescence artefact?]
NC(=O)CSC1=Nc2ccccc2C2=NC(CC(=O)NCc3cccs3)C(=O)N12 (stereo not given),-21,2,-16,10,6,-10,1,1.6,11
CCCCCn1c(=S)[nH]c2cc(C(=O)N3CCCC3)ccc2c1=O,1,3,-8,-1,2,·,5,-0.9,-9
CCOc1cc(CNCC(C)C)cc(Cl)c1OCc1ccccc1,6,6,3,-38,-1,-6,24,1.1,0
Cn1cccc1CC(=O)N/N=C/c1cc([N+](=O)[O-])ccc1Cl,-59,11,-3,-2,4,1,32,-0.3,-10
COc1ccc(N2C(=O)C(CC(=O)Nc3ccccc3)N(CCc3ccc(OC)c(OC)c3)C2=O)cc1 (stereo not given),-13,4,-2,-1,1,-13,-1,2.1,-13
CCCCCCCCNC(=O)CCNC(=O)c1ccc(C(C)(C)C)cc1,2,7,-2,43,-2,-10,-1,-0.2,-1
CCOC(=O)CCCNC(=O)CCNC(=O)c1ccc(OCC(C)C)cc1,-5,5,-7,43,-7,18,18,0.1,4
CCN(CC)S(=O)(=O)c1ccc(OC)c(NC(=O)CSc2ccccc2)c1,-39,25,2,54,5,1,0,0.1,8
O=C(O)c1ccc(CNCc2ccccc2F)cc1,-13,6,-4,5,-1,-6,16,0.5,5
CCOCCCNC(=O)c1ccccc1Br,4,4,2,8,-3,-2,1,-0.2,5
CCOC(=O)c1sc(NC(=O)CSc2nnc(-c3ccco3)o2)c(C(=O)OCC)c1C,22,13,2,21,-1,2,0,-0.3,1
O=C(COc1ccc(Cl)cc1Cl)NC(=O)N1CCOCC1,-28,0,5,-5,4,-4,4,0.4,-9
Cc1onc(-c2ccccc2)c1NC(=O)Nc1c(-c2ccccc2)noc1C,-9,4,-4,24,2,-33,21,1.5,-13
COc1ccc(C(=O)Nc2ccc(CN3CCOCC3)cc2)cc1,3,15,22,-11,2,-6,-15,0.2,0
O=C(NCc1ccc2c(c1)OCO2)C1CCCN1C(=O)Nc1ccccc1 (stereo not given),21,-2,-8,-14,-7,-3,1,0.1,5
CC(=O)Oc1ccc2oc3c(c2c1)C(=O)CCC3,13,2,2,-2,0,5,-1,0.0,-10
Cc1c(N/C(=N/S(=O)(=O)c2ccccc2)c2ccc(Cl)cc2)c(=O)n(-c2ccccc2)n1C,-15,11,-5,17,2,-4,2,0.0,8[fluorescence artefact?]
O=Cc1ccc(Oc2ccc(F)cc2)nc1,33,1,5,38,1,3,-21,2.0,-9
c1ccc(-c2nnc3n2-c2ccccc2SC3)cc1,11,0,8,-7,3,0,10,-0.7,-2
O=C(CN1C(=O)CSC1=O)N1CCCCC1,-15,9,3,0,0,3,8,0.1,0
CS(=O)(=O)N1CCN(c2ccc(NC(=O)c3ccccc3)cc2)CC1,9,3,-3,-12,3,10,24,3.5,-8
Cc1ccc(CNC(=O)Cn2c([N+](=O)[O-])cnc2C)cc1,15,4,-1,11,11,3,0,0.2,4
Cc1cc(NC(=O)C(=O)c2cn(C)c3ccccc23)no1,-5,2,-20,-46,0,-3,16,2.3,3
O=C(Nc1cccc2ncccc12)C12CC3CC(CC(C3)C1)C2,10,9,9,-5,-2,-3,-24,0.3,-3
CC(=O)Nc1ccccc1N(CC(O)Cn1c2ccccc2c2ccccc21)S(=O)(=O)c1ccc(C)cc1 (stereo not given),-38,5,-18,5,6[fluorescence artefact?],-15,0,0.6,-3
CCOc1nc(-c2ccccc2)ccc1-c1noc(-c2cccs2)n1,-38,12,1,40,4[fluorescence artefact?],5,0,0.2,3[fluorescence artefact?]
O=S(=O)(c1ccc2c(c1)OCCO2)N1CCC(c2nc3ccccc3[nH]2)CC1,18,8&16,-1,-66&-90,-6,0,1,0.3,-5
CCNC(=O)C12CCC(C)(c3nc4cc(C)c(C)cc4nc31)C2(C)C (stereo not given),19,6,-9,37,1,10,-17,1.8,-6

Following part.
mol,m-calpain inh,PGE2 EP2 inh,Tb hexokinase,EP2 mod,eIF4E-4G inh,Rad51 HR inh,Hck Nef HTS,zVAD death inh,14-3-3 Bad PPI
O=C(CSC1CC(=O)N(c2ccc(C(=O)O)cc2)C1=O)Nc1ccc2ccccc2c1 (stereo not given),-36,11,-5,19,-1,0,16,7.4,0
COc1cc(-c2nnc(SCC(=O)/C(C#N)=C(\C)N)o2)cc(OC)c1OC,-5,4,18,6,3,-3,1,-0.1,0
CC(=O)c1cc(NC(=O)c2cccc(C(F)(F)F)c2)c(=O)oc1/C=C/N(C)C,-25,9,2,2,2,-202,0,0.9,11
Cc1ccccc1OCC(=O)NNC(=S)NC(=O)c1ccco1,37,8,5,-35,-3,-10,1,-0.1,-9
COc1ccc(C2CC(=O)Nc3sc(=N)c4c(N)c(C#N)c(N)nc4c32)cc1OC (stereo not given),-8,10,-8,40,10,5,6,1.5,9
O=C(OCc1nnc(-c2ccccc2)o1)c1ccccc1,10,11,-1,-17,-2,1,-17,4.0,1
